# Screening data: PubChem BioAssay, The Scripps Research Institute Molecular Screening Center
# GSTO1 counter – inhibitors of recombinant GSTO1, primary screen, counter-screen for RBBP9 inhibitor project, biochemical, fluorescence polarization | inhibition, % at 5.96 µM | activity-based probe fluorescence polarization | Glutathione S-transferase omega-1 (Homo sapiens), P78417 | hit rate 1.1% among 300,000;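 active means inhibition above the campaign mean inhibition plus 3 SD, cut at about 35% in these data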;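 further: 0% = GSTO1-1 with DMSO and 100% = wells lacking GSTO1-1 enzyme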
# PAFAH1B2 inh – PAFAH1B2 enzyme inhibitors, primary screen, biochemical, fluorescence polarization, human; Platelet-activating factor acetylhydrolase IB subunit alpha2 (Homo sapiens), P68402; recombinant PAFAH1B2, FP-rhodamine activity probe; inhibition, % at 3.39 µM; hit rate 1.2% among 340,000;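 active means inhibition above the mean of all tested compounds plus 3 SD, cut at about 24% in these data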;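 further: 0% = enzyme with DMSO and 100% = wells lacking PAFAH1B2; many of its hits are not listed in these tables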
# Fam108B inh – mouse Fam108B serine hydrolase inhibitors, primary screen, counter-screen for RBBP9 inhibitor project, biochemical, fluorescence polarization; recombinant Fam108B, FP-Rh probe fluorescence polarization; inhibition, % at 9.51 µM; hit rate 0.33% among 300,000;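 active means inhibition above the screen mean inhibition plus 3 SD, computed separately per campaign, cut at about 18% in these data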;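 further: inhibitors lower polarization as less probe binds the enzyme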
# pPAFAH inh – pPAFAH enzyme inhibitors, primary screen, biochemical, fluorescence polarization, human; recombinant pPAFAH, FP-rhodamine probe fluorescence polarization; hit rate 1.5% among 330,000; AID 463082, 2010; inhibition, % at 3.39 µM;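 active means inhibition above the mean inhibition across the screen plus 3 SD, cut at about 25% in these data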;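 further: inhibitors block binding of the rhodamine activity-based probe so polarization drops; 0% = enzyme with DMSO and 100% = wells lacking pPAFAH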
# PME-1 primary – PME-1 inhibitors via competitive probe labeling, primary screen, biochemical, fluorescence polarization, FP-Rh probe, HTS | Protein phosphatase methylesterase 1 (Homo sapiens), Q9Y570 | recombinant PME-1 | inhibition, % at 5.9 µM | hit rate 0.53% among 320,000;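 active means inhibition above the campaign mean of all compounds plus 3 SD, cut at about 26% in these data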;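 further: competitive labeling of PME-1 active site by serine hydrolase directed probe; 0% = PME-1 with DMSO and 100% = wells lacking PME-1 enzyme; inhibitors block probe labeling so polarization falls and inhibition rises; many of its hits are not listed in these tables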
# Target sequence (Q9Y570 whole entry, looked up): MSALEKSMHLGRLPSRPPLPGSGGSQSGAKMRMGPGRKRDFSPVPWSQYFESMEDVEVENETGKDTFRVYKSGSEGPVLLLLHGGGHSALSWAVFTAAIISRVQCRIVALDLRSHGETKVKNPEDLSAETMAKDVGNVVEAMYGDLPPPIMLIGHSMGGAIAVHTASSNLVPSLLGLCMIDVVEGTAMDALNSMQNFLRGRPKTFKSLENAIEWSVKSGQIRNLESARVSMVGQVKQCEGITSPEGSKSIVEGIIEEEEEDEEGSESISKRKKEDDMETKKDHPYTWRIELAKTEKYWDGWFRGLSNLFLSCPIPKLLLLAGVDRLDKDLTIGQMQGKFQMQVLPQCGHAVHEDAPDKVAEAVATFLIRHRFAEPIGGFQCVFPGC
# PAFAH2 inh – PAFAH2 enzyme inhibitors, primary screen, biochemical, fluorescence polarization, human. hit rate 0.99% among 340,000. inhibition, % at 3.39 µM. recombinant PAFAH2, FP-rhodamine activity probe. Platelet-activating factor acetylhydrolase 2, cytoplasmic (Homo sapiens), Q99487;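 active means inhibition above the mean over all tested compounds plus 3 SD, cut at about 30% in these data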;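 further: inhibitors block probe labeling of enzyme so polarization drops; 0% = enzyme with DMSO and 100% = wells lacking PAFAH2 protein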
# PAD4 FP inh – human PAD4 inhibitors, primary screen, biochemical, fluorescence polarization, 1536-well format; Protein-arginine deiminase type-4 (Homo sapiens), Q9UM07; recombinant PAD4, RCA probe fluorescence polarization; inhibition, % at 6.36 µM; hit rate 0.41% among 330,000;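 active means percent inhibition above a cutoff equal to the mean of all tested compounds plus 3 SD, cut at about 15% in these data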;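 further: 0% = PAD4 with RCA probe and DMSO and 100% = probe without PAD4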
# Target sequence (Q9UM07 whole entry, looked up): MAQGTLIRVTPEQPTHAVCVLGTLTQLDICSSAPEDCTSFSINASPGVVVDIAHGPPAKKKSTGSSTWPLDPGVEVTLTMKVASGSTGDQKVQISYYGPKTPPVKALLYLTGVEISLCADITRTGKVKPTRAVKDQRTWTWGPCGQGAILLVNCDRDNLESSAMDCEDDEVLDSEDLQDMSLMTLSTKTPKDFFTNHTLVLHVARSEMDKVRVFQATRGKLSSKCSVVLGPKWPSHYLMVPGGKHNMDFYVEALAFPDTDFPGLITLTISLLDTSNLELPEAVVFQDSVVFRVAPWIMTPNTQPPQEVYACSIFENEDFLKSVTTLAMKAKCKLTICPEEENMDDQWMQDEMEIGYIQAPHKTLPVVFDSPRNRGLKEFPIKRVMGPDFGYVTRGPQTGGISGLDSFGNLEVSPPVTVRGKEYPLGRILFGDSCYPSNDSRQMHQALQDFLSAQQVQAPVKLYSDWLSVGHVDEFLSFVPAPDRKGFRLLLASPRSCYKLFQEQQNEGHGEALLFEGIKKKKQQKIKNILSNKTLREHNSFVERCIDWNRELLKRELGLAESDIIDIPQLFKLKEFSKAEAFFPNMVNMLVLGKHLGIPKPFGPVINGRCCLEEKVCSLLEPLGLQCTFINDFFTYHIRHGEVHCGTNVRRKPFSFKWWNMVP
# LYPLA1 counter – LYPLA1 inhibitors, primary screen, counter-screen for PME1 inhibitor project, biochemical, fluorescence polarization, FP-Rh probe ABPP | Acyl-protein thioesterase 1 (Homo sapiens), O75608 | recombinant LYPLA1 | inhibition, % at 5.9 µM | hit rate 0.16% among 320,000;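 active means inhibition above the mean of all tested compounds plus 3 SD, set per campaign, cut at about 14% in these data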;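 further: inhibitors block serine hydrolase probe labeling of LYPLA1 so polarization falls; 0% = enzyme with DMSO and 100% = wells lacking LYPLA1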
# PAFAH1B3 inh – PAFAH1B3 enzyme inhibitors, primary screen, biochemical, fluorescence polarization, human. AID 492972, 2010. hit rate 0.28% among 340,000. recombinant PAFAH1B3, FP-rhodamine probe. inhibition, % at 3.39 µM;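 active means inhibition above the screen-wide average of all tested compounds plus 3 SD, cut at about 25% in these data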;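 further: 0% = enzyme with DMSO only and 100% = wells lacking PAFAH1B3 protein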
# * hit, by the source's call; x = not tested or not shown. Not all compounds are listed; rates above refer to the full screens.
SMILES,GSTO1 counter,PAFAH1B2 inh,Fam108B inh,pPAFAH inh,PME-1 primary,PAFAH2 inh,PAD4 FP inh,LYPLA1 counter,PAFAH1B3 inh
CC(Oc1ccccc1)C(=O)Nc1nnc(S(=O)(=O)N2CCCCC2)s1 (centres undefined),-14,9,-1,2,-3,6,-3,-4,4
CN1CCN(CP(=O)(N2CCOCC2)N2CCOCC2)CC1,4,4,0,5,-1,-4,0,4,9
C=CCNC(=O)c1ccc2c3n(nc2c1)-c1ccccc1CO3,-4,6,-2,3,2,-6,-2,-3,-11
Cc1cccc(-c2onc3ccc(C4(C)OCCO4)cc23)c1,1,-4,1,5,-2,-2,-2,-2,-11
CCn1c(SCC(=O)Nc2ccccc2)nnc1C1CCCCC1,4,1,3,-1,2,5,-1,-1,0
O=C(O)c1cccc(Nc2ccc([N+](=O)[O-])cn2)c1,7,10,-1,0,1,0,0,1,4
O=C(COc1ccc2ccccc2c1)NCC1CCCO1 (centres undefined),1,2,-5,3,1,-3,3,-3,0
COc1ccc(C(=O)N2CCN(C3CCCCC3)CC2)cc1OC,3,5,0,2,1,-2,8,5,1
CCOC(=O)c1sc(NC(=O)CSc2nccc(C)n2)nc1C,-2,0,-3,3,-5,9,-5,-2,4
C=CCNc1ccc(N2C(=O)C3CCC(C)CC3C2=O)cc1[N+](=O)[O-] (centres undefined),1,x,1,2,4,x,1,-2,x
Cc1cccc(Nc2nnc(SCC(=O)c3c(N)n(C4CC4)c(=O)[nH]c3=O)s2)c1C,x,6,x,-8,-6,5,-3,-8,1
CC1CCC2C(C1)OS(=O)(=O)NC2(C)C (centres undefined),7,x,0,0,0,x,7,-3,x
COc1ccc(CC(NC(C)=O)C(=O)NC2CCN(c3nc(C)cc(C)c3C#N)CC2)cc1 (centres undefined),7,2,2,4,4,2,0,-1,5
CC1(c2ccc([N+](=O)[O-])cc2)NC(=O)N(CC(=O)c2ccc3c(c2)OCO3)C1=O (centres undefined),-5,7,-2,3,9,-2,-4,3,5
CC(=O)NCCc1ccc(C(=O)COC(=O)c2cc(C)oc2C)cc1,x,2,x,2,x,5,-4,x,10
Cc1ccc(NC(=O)Cn2c(=O)cnc3ccccc32)cc1S(=O)(=O)N(C)C,-3,4,6,4,-4,-3,-5,-5,0
CNC(=O)C1CC(=O)N(c2ccc(OCC(=O)NCc3ccccc3)cc2)C1 (centres undefined),2,0,4,2,1,-3,-3,-1,5
O=C1OC(c2ccccc2)=N/C1=C/c1cccc(OC(=O)c2cccs2)c1,2,66*,-8,0,-29,-5,-2,-6,2
Cc1ccccc1N(C(=O)Cn1nnc2ccccc21)C(C(=O)NCc1ccco1)c1ccncc1 (centres undefined),0,-1,4,0,1,0,4,0,2
COc1ccccc1C1CC(c2ccccc2)Nc2ncnn21 (centres undefined),6,-3,1,3,-2,0,3,2,4
CCOc1ccccc1NC(=O)CN1CCC(C(=O)c2ccc(OC)cc2)CC1,-3,1,3,3,6,-11,4,-2,5
CCOc1cc(CNCCc2ccc(S(N)(=O)=O)cc2)ccc1OCc1ccccc1,4,-4,-1,5,3,-3,2,0,3
Cc1nc2cc(NC(=O)Nc3ccc(N4CCOCC4)cc3)ccc2n1C,2,-1,4,-5,4,1,-10,1,0
Cc1cc(Nc2cccc(Cl)c2C)n2ncnc2n1,5,0,-5,1,5,2,-3,0,12
C(=N\n1cnnc1)/c1cn(-c2cccs2)nc1-c1ccccc1,7,5,-3,3,1,8,-7,-5,6
CCN(CC)C(=S)SCC(=O)c1ccc(Br)cc1,7,9,-1,0,-1,2,-11,-2,11
Cc1c(O)ccc(/C(Cc2ccc3ccccc3n2)=N\O)c1O,-1,29*,25*,19,50*,28,-5,9,53*
CN(c1ccccc1C(=O)N1CCc2ccccc2C1)S(C)(=O)=O,-4,3,-4,5,2,3,-8,3,1
CCN(CC)C(=O)/C(=C\c1ccncc1)NC(=O)c1ccccc1,-2,-2,0,4,-9,4,1,-1,8
CCOC(=O)C1CCN(CC(=O)Nc2ccc(S(=O)(=O)N3CCC(C)CC3)cc2)CC1,-1,11,-1,3,-1,5,-2,4,-3
CCOC(=O)c1c(C)n(C)c2ccc(OC(C)=O)cc12,-2,4,5,4,6,-1,2,-3,0
O=[N+]([O-])c1ccc(Cl)c(S(=O)(=O)/N=C(/Nc2cccnc2)c2ccccc2)c1,x,5,x,0,x,6,-2,x,4
Cc1ccccc1C#N,x,0,x,-3,2,3,-2,3,5
O=C(OC1CCCCC1=O)c1cccc(S(=O)(=O)N2CCOCC2)c1 (centres undefined),1,1,3,1,-1,3,1,-4,-5
COc1ccc2c(c1)c(C(=O)CNc1nc(C)cs1)c(C)n2C,0,6,4,5,4,3,-3,1,0
CC(C)(C)OC(=O)C[C@@H]1C/C=C\C[C@H](CC(=O)N[C@H](CO)Cc2ccccc2)C(=O)N[C@H](C(C)(C)C)COC1=O,x,7,x,3,x,3,1,x,9
CNC(=O)N(C1=NCC(C)S1)c1ccc(F)cc1F (centres undefined),3,6,0,6,8,-2,0,1,5
CCOC(=O)c1nnn(-c2nonc2-n2cccc2)c1C,-12,4,-2,4,1,14,2,-1,5
Cn1cnnc1SCNC(=O)C(F)(F)F,7,0,3,1,2,6,0,0,9
Cc1ccc(S(=O)(=O)N2CCN(c3ccc([N+](=O)[O-])cn3)CC2)cc1,2,5,3,3,-9,-4,-2,2,3
O=C(OCC(=O)N1CCCC1=O)c1ncc(Cl)c(Cl)c1Cl,1,20,2,2,0,3,0,-3,9
CC1CCCC(NC(=O)CN2CCN(S(=O)(=O)c3cccs3)CC2)C1C (centres undefined),x,11,x,1,7,1,1,1,2
CC(C)(C)NC(=O)Nc1ccc2nccnc2c1,-3,-1,-3,0,7,-4,1,1,-6
Cc1cc2cc(CNC(=O)C3CCCC3)ccc2n1C,7,0,-1,2,-6,-4,4,0,-2
Cc1ccc(N(CN2CCCC2=O)C(=O)c2ccccc2)cc1,1,3,-1,-1,-2,-1,1,-1,0
Cc1ccc2c(c1)N(CC(=O)OCC(=O)NCc1ccccc1)C(=O)CO2,4,1,0,-2,-1,-4,-5,-2,-3
COc1ccccc1C(=O)NC(CCSC)C(=O)Nc1ccc(C)c(S(=O)(=O)N2CCOCC2)c1 (centres undefined),x,8,x,3,x,7,-1,x,8
O=C(Nc1ccsn1)c1ccc(Cl)cc1Cl,9,-1,6,-7,-3,2,-4,1,2
COc1ccc2c(c1)cc1n2CCN=C1NCCO,-8,-3,1,-7,-4,3,-3,0,2
O=C(c1ccco1)N1CCC(N2CCN(c3ccccc3)CC2)CC1,9,x,-2,2,-1,x,4,0,x
C/C(=N\NC(=O)c1ccccn1)c1ccc(Cl)cc1,3,x,-2,3,5,x,2,0,x
C=C(C)[C@@H]1CC=C(C(=O)O)CC1,1,4,2,3,1,4,-2,-2,4
CCOc1ccc(N=C(NC#N)SCC)cc1,4,4,0,-3,-4,1,3,-2,8
COc1cc2c(C(=O)N3CCN(c4ccccc4C)CC3)c(C)oc2cc1Br,-1,-1,-2,0,2,-8,-3,0,3
CC(C)C(=O)Nc1c(-c2ccccc2F)c(=O)c2ccccc2n1C,-1,3,2,-7,-7,-1,1,-2,2
CCOC(=O)C1CCCN(c2ncnc3c2cnn3-c2ccc(Cl)cc2)C1 (centres undefined),0,0,0,2,1,-4,-2,0,-2
CC1CCc2c(sc(NC(=O)Cn3cnc([N+](=O)[O-])n3)c2C(N)=O)C1 (centres undefined),2,5,0,3,4,2,0,4,4
COC(=O)c1cn(C(=O)c2cccc(C)c2)c2ccccc12,2,2,-3,5,-1,4,1,-5,0
CCOc1ccc(S(=O)(=O)Nc2ccc(C(=O)N3CCCC3)cc2)cc1,7,2,1,4,-3,0,1,0,5
O=C(Nc1ccccc1C(F)(F)F)N1CCCCCC1,-7,5,-10,-3,-2,0,-9,2,-3

# Remaining list, next part.
SMILES,GSTO1 counter,PAFAH1B2 inh,Fam108B inh,pPAFAH inh,PME-1 primary,PAFAH2 inh,PAD4 FP inh,LYPLA1 counter,PAFAH1B3 inh
Cc1cc(C(=O)NNC(=O)c2cccc(C(F)(F)F)c2)no1,3,11,-1,-3,-2,1,-2,-2,10
O=C(/C=C/c1cccc(F)c1)c1ccc(N2CCOCC2)cc1,-17,5,-1,6,-5,0,3,2,-2
COc1ccc(C)cc1NC(=O)Cn1cnnn1,-4,-2,4,3,-1,-2,-1,4,-10
Cc1ccc(CNC(=O)c2cn(C)c3ccc(S(=O)(=O)N4CCOCC4)cc3c2=O)cc1,15,11,2,5,-1,5,-2,-2,9
COc1ccc(N2C(=O)NC3CC2(C)Oc2ccccc23)cc1 (centres undefined),5,1,3,-3,1,7,1,6,4
CC(=O)CSc1nnc(-c2ccc(S(=O)(=O)N3CCOCC3)cc2)n1C,1,3,1,-3,-8,1,11,1,12
CC(/C=N\NC(=O)c1cccnc1)c1ccccc1 (centres undefined),0,0,4,-1,-2,3,2,-1,6
O=C(CSc1nc2ccccc2s1)NNC(=S)Nc1ccc(Cl)cc1,7,18,2,12,4,9,-1,2,7
CC1(C)c2[nH]c3ccccc3c2C[C@H]2C(=O)N(Cc3ccccc3)C(=O)N21,8,1,-1,6,3,-2,0,-1,6
CCOc1cc(/C=N/NC(=O)c2cccc([N+](=O)[O-])c2)ccc1OS(=O)(=O)c1ccccc1,-48,5,9,-5,41*,-22,-2,-17,-11
CCS(=O)(=O)N1CCN(c2ccc([N+](=O)[O-])c(NCc3cccnc3)c2)CC1,-5,-5,2,1,3,-2,4,0,-12
CCSc1nnc(NC(=O)Cc2cccc(OC)c2)s1,-5,2,-1,1,-1,11,-2,-1,2
CCCOc1ccc(Cl)cc1/C=C1/C(=O)ON=C1C,0,7,-1,3,2,5,-2,0,8
COc1ccc(-c2cc(-c3ccccc3)n3ncnc3n2)cc1,-4,0,2,4,-3,4,0,-2,9
Cc1ccc(C(=O)NCC(=O)NC2CCC(C)CC2)s1 (centres undefined),x,4,x,2,4,-1,1,-4,4
CC(C)c1nnc(NC(=O)CC(C)c2ccccc2)s1 (centres undefined),-3,23,5,6,2,0,0,6,-3
O=C(c1ccc(S(=O)(=O)N2CCOCC2)cc1)N(c1cccc(Cl)c1)C1C=CS(=O)(=O)C1 (centres undefined),-3,7,5,-2,3,-4,4,1,0
